# Screening data from PubChem.
# Wnt act: Wnt/beta-catenin pathway activators, primary screen, cell-based, plate reader, single point; Wnt/beta-catenin reporter cell assay, activator; activation, % at 9.35 µM; actives 1.2% (n = 300,000); AID 743398, 2014; in the data active = activation above about 30%, passing the limit was not always enough;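 note: 0% = neutral control wells and 100% = positive control wells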
# Tat export inh: E. coli Tat export inhibitors, primary screen, MC4100, TorA-mCherry reporter, fluorescence, single point; inhibition, % at 10 µM; actives 0.036% (n = 340,000); AID 488895, 2010;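 active = mean replicate inhibition at least 50% and at least half of replicates individually reaching 50%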;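 note: exported cargo escapes ClpAP degradation while cytoplasmic cargo is degraded and loses fluorescence; 0% = median of neutral control wells and 100% = median of NaSCN control wells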
# MITF TRPM1 HTS: activators of MITF-driven TRPM1 promoter reporter, primary screen, cell-based, SK-MEL-5, luciferase, single point; activation, % at 12.5 µM; actives 0.75% (n = 300,000); SK-MEL-5 TRPM1-promoter luciferase, 24 h; % of positive control, neutral wells = 0; AID 588334, 2011;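 active = mean activation of at least 80% with every replicate also reaching 80%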;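 note: 0% = neutral control wells and 100% = parthenolide positive control wells; values of inactives mirror those of a sister screen read the other way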
# CAL PDZ FP-1: untagged CAL PDZ binding inhibitors, primary screen, biochemical, fluorescence polarization, HTS; Golgi-associated PDZ and coiled-coil motif-containing protein (Homo sapiens), Q9HD26; purified CAL PDZ, TMR-peptide fluorescence polarization, 1 h; inhibition, % at 24.9 µM; actives 0.92% (n = 300,000); AID 602252, 2012;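 active = mean inhibition of at least 30% with at least half of replicates also reaching 30%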;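 note: 0% = DMSO neutral control and 100% = excess unlabeled competitor peptide PRC23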
# CDK5 p35 inh: inhibitors of human CDK5/p35 kinase, primary screen, biochemical, single concentration. Cyclin-dependent kinase 5 (Homo sapiens) + Cyclin-dependent kinase 5 activator 1 (Homo …. Recombinant CDK5/p35, ADP-Glo luminescence, 60 min. inhibition, % at 10 µM. actives 0.01% (n = 330,000);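 active = highest replicate inhibition of at least 50% and at least 75% of replicates reaching 50%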;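 note: plate controls were DMSO neutral control for no effect and GW8510 at 10 µM for full effect; many of its hits are not listed in these tables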
# Target sequence (Q00535 whole entry, looked up): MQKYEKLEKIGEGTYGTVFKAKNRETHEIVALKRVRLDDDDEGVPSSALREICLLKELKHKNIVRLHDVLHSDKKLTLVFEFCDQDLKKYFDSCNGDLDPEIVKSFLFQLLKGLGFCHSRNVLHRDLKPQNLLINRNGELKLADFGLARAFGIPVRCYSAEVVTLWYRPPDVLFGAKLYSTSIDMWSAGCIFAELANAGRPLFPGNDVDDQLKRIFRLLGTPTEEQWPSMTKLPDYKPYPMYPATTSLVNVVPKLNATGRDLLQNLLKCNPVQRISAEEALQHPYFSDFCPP
# Target sequence (Q15078 whole entry, looked up): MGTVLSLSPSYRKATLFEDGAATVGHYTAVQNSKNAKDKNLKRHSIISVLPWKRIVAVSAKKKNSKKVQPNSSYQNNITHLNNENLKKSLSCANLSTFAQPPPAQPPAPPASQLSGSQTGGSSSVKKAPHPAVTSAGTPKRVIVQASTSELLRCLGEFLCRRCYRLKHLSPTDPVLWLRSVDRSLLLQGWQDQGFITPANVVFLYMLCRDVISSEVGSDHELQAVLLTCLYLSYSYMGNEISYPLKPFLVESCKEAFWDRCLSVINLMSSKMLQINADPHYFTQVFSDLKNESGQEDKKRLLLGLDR
# CAL PDZ FP-2: CAL PDZ peptide-binding inhibitors, primary screen, biochemical, fluorescence polarization, Cer-tagged CAL PDZ, HTS; purified CAL PDZ, TMR-peptide fluorescence polarization, 1 h; actives 0.02% (n = 330,000); AID 504414, 2011; inhibition, % at 20 µM;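 active = highest replicate inhibition of at least 40%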;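 note: plate controls were DMSO neutral control wells for no effect and unlabeled competitor peptide control wells for full effect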
#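 System: purified tagged CAL PDZ domain construct (CerCALP). Schedule: 1 h incubation at room temperature before polarization reading. Medium: 25 mM sodium phosphate pH 7.4, 150 mM NaCl, TCEP, IgG, Thesit. Read-out: percent inhibition from loss of millipolarization. Measured by: FP readout, S and P plane fluorescence. Probe or stimulus: fluorescent TMR peptide probe.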
# dFosB act: activators of delta FosB homodimer, primary screen, biochemical, fluorescence polarization, TAMRA-CDK5 oligo, single point. activation, % at 25 µM. Protein FosB (Mus musculus), P13346. purified delta FosB; percent of positive-control signal above neutral wells. actives 0.99% (n = 340,000);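 active = mean activation above about 17%, with every replicate also reaching it, limit read from the data, passing the limit was not always enough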;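 note: fluorescence polarization rise as delta FosB binds a TAMRA Cdk5 AP-1 oligo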
# Rtt109 Vps75: inhibitors of C. albicans Rtt109/Vps75 HAT, primary screen, biochemical, ThioGlo CoA-SH fluorescence, plate reader; Histone acetyltransferase RTT109 (Candida albicans (strain SC5314 / ATCC MYA-2876)), …; purified Rtt109/Vps75, 4 h; inhibition, % at 34.9 µM; actives 0.16% (n = 330,000);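 active = inhibition of at least 50% in every replicate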
# Target sequence (Q5AAJ8 whole entry, looked up): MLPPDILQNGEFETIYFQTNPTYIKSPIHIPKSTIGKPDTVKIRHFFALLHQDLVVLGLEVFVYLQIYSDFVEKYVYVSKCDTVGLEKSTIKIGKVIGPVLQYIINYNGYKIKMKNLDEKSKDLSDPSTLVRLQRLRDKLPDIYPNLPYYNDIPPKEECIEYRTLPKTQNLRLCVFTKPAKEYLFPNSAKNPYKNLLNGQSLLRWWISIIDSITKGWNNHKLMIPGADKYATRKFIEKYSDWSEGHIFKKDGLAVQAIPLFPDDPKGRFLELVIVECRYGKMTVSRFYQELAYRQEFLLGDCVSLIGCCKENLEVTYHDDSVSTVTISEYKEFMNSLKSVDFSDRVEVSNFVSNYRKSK
# cardiac RTF act: cardiac RTF calcium sensitivity activators, primary screen, biochemical, IANBD-TnC fluorescence, EC20 calcium. Troponin I, cardiac muscle (Homo sapiens) + Troponin T, cardiac muscle (Homo sapiens) + …. IANBD-labeled TnC RTF fluorescence at EC20 calcium; 0% EC20 calcium, 100% full calcium. activation, % at 7.2 µM. actives 0.24% (n = 340,000). AID 493008, 2010;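 active = activation above the mean over all tested compounds plus 3 SD, cut at about 30% in these data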;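 note: rise in fluorescence read as greater calcium sensitivity of cardiac thin filaments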
# V-ATPase pHluor: regulators of yeast V-ATPase proton pumping, primary screen, pHLuorin cytosolic pH fluorescence; S. cerevisiae; response, % at 10 µM; actives 0.37% (n = 350,000); AID 504577, 2011; in the data active = response mostly above about 7.3%, no sharp cut-off; inactive = mostly below about 5.4%; note: actives read high; inactives centre near 0; some compounds called inactive have numbers as strong as hits; reference of the scale not given here
# The depositor's hits bear a star; . = no result given.
CDK5 p35 inh	cardiac RTF act	dFosB act	CAL PDZ FP-1	Rtt109 Vps75	Wnt act	MITF TRPM1 HTS	Tat export inh	V-ATPase pHluor	CAL PDZ FP-2	Compound
1.6	-2	0	-2	-32	0	5	-12	-2	0.6	[O-][n+]1c2ccccc2cc2ccccc21
0.8	15	-6	-1	-8	0	8	3	-4	-1.6	CCc1ccc([C@@H]2CC=C(C(=O)O)[C@H](c3ccccc3)N2S(=O)(=O)c2ccc(C)cc2)cc1
1.1	4	-10	13	-7	-5	9	-11	1	0.3	C#CCNC(=O)C1=C[C@@H](c2ccc(C(F)(F)F)cc2)C[C@@H](OCc2ccc(CO)cc2)O1
-0.6	3	-1	-2	-17	29	93*	-5	1	-0.9	CCC(=O)NCCc1nc2cc(NC(=O)c3ccc(F)cc3)ccc2n1C
0.0	2	-3	-4	-6	-2	0	-9	1	0.0	Cc1ccc(-n2c(SCC(=O)NC3CCS(=O)(=O)C3)nc3ccccc3c2=O)cc1 (configuration not stated)
-1.5	3	-5	-9	23	-7	-6	12	0	-2.7	CC1CCCN(S(=O)(=O)c2ccc(NC(=O)c3cccc(-n4cnnn4)c3)cc2)C1 (configuration not stated)
0.7	-2	-1	-7	2	.	-9	-3	1	-1.7	COCCCNC(=O)c1ccc2c(=O)n(CC3CCCO3)c(=S)[nH]c2c1 (configuration not stated)
-0.3	2	-1	2	4	3	-3	-1	-3	-0.2	CC(=O)C1=C(C)NC(=S)NC1c1cccc([N+](=O)[O-])c1 (configuration not stated)
-1.0	-8	1	2	-3	-2	-2	-7	0	-0.5	COc1ccc(C(=O)NC(C(=O)OCC(=O)Nc2sccc2C(N)=O)C(C)C)cc1 (configuration not stated)
-0.4	-1	-18	1	.	0	31	3	1	-4.4	CS(=O)(=O)c1ccc2nc(NC(=O)c3ccc(=O)[nH]c3)sc2c1
-1.9	-3	-9	0	1	1	11	2	2	-1.8	COc1cc(NC(=O)CCC(=O)c2cccs2)cc(OC)c1
2.1	0	-6	1	3	.	-3	4	9	-0.8	Cc1cc(NC(=O)c2cc(-c3ccc(C)c(C)c3)nc3ccccc23)no1
0.1	2	-8	-2	0	-3	-3	-7	1	-0.2	C/C=C(/C)C(=O)Nc1cccc(C2=NOC3(C2)C[C@@H](C(N)=O)N(C(=O)CC)C3)c1 (some centres not stated)
2.9	6	-1	-1	0	-2	2	-3	-4	-2.1	COc1cccc(CN2CCSCC2)c1
0.1	1	3	-3	1	-1	-8	2	0	.	CCCNc1nc2c(c(=O)n(C)c(=O)n2C)n1CCCc1ccccc1
3.4	0	-3	.	1	-1	5	-4	1	0.3	COc1ccc(CNCCC2(C(C)C)CCOC(C)(C)C2)cc1 (configuration not stated)
0.7	1	-9	-3	1	0	-2	0	-2	-0.5	CC(=O)Nc1ccc(S(=O)(=O)N2CCCC2)cc1
3.2	7	4	-2	-4	23	15	10	-2	-2.3	Cc1ccc2c3c(cccc13)-c1ccccc1C2=O
0.3	4	4	.	-1	-1	4	5	-1	-0.6	CC1(CCc2ccccc2)NC(=O)N(CC(=O)Nc2ccc(S(N)(=O)=O)cc2)C1=O (configuration not stated)
1.5	-2	-13	-3	-2	5	-3	-4	1	0.6	Cc1onc(-c2ccccc2)c1C(=O)N1CCCC(C(F)(F)F)C1 (configuration not stated)
-2.6	-3	-4	-4	1	-3	14	-9	-1	1.1	COCCNC(=S)N1CCC(c2nc(-c3ccc(N(C)C)cc3)no2)CC1
-0.4	-1	67*	2	6	-4	-22	1	0	2.4	Oc1ccc(C[C@H]2CNC(=S)N2CC2CCCN2C[C@H](Cc2ccccc2)N2C[C@H](Cc3ccc(O)cc3)N(CCc3ccccc3)C2=S)cc1 (some centres not stated)
-0.4	4	-10	-3	5	.	-10	-4	8	-1.6	CC(C)(C)CC(C)(C)NCC(O)COc1ccc2c(c1)CCC2 (configuration not stated)
1.3	0	-9	2	6	-1	11	-2	3	-3.1	COc1cc(C)nc(NC(=O)NC(=O)c2ccc(C(F)(F)F)cc2)n1
-0.3	-1	-3	1	-7	2	12	4	-7	-2.2	CCCn1ncc(CN2CCC(Oc3ccc(C(=O)N4CCCC4)cc3)CC2)c1C
-6.4	3	-4	.	5	-2	-4	-3	0	0.3	O=C1C(Oc2ccccc2)C(c2ccc3c(c2)OCO3)N1CCc1ccc(F)cc1 (configuration not stated)
0.6	11	-8	-6	-3	.	66	-12	2	.	COc1ccc(C=Nc2cccnc2N)cc1
2.3	5	-7	5	10	0	-4	-3	-3	-1.2	CC(=O)Nc1ccc(C(=O)COC(=O)CN2C(=O)NC3(CCCCC3C)C2=O)cc1 (configuration not stated)
-1.1	-9	-10	0	7	18	100*	-8	-1	-0.3	O=C(Nc1sc2c(c1C(=O)NCc1ccco1)CCCC2)c1ccc2c(c1)OCO2
-0.6	7	-10	0	18	.	-1	7	2	-0.7	O=C(c1nn(Cc2ccccc2)c(=O)c2ccccc12)N1CCN(C/C=C/c2ccccc2)CC1

# As a working copy, 11 of the compounds above:
CDK5 p35 inh	cardiac RTF act	dFosB act	CAL PDZ FP-1	Rtt109 Vps75	Wnt act	MITF TRPM1 HTS	Tat export inh	V-ATPase pHluor	CAL PDZ FP-2	Compound
1.5	-2	-13	-3	-2	5	-3	-4	1	0.6	Cc1onc(-c2ccccc2)c1C(=O)N1CCCC(C(F)(F)F)C1 (configuration not stated)
-2.6	-3	-4	-4	1	-3	14	-9	-1	1.1	COCCNC(=S)N1CCC(c2nc(-c3ccc(N(C)C)cc3)no2)CC1
-0.4	-1	67*	2	6	-4	-22	1	0	2.4	Oc1ccc(C[C@H]2CNC(=S)N2CC2CCCN2C[C@H](Cc2ccccc2)N2C[C@H](Cc3ccc(O)cc3)N(CCc3ccccc3)C2=S)cc1 (some centres not stated)
-0.4	4	-10	-3	5	.	-10	-4	8	-1.6	CC(C)(C)CC(C)(C)NCC(O)COc1ccc2c(c1)CCC2 (configuration not stated)
1.3	0	-9	2	6	-1	11	-2	3	-3.1	COc1cc(C)nc(NC(=O)NC(=O)c2ccc(C(F)(F)F)cc2)n1
-0.3	-1	-3	1	-7	2	12	4	-7	-2.2	CCCn1ncc(CN2CCC(Oc3ccc(C(=O)N4CCCC4)cc3)CC2)c1C
-6.4	3	-4	.	5	-2	-4	-3	0	0.3	O=C1C(Oc2ccccc2)C(c2ccc3c(c2)OCO3)N1CCc1ccc(F)cc1 (configuration not stated)
0.6	11	-8	-6	-3	.	66	-12	2	.	COc1ccc(C=Nc2cccnc2N)cc1
2.3	5	-7	5	10	0	-4	-3	-3	-1.2	CC(=O)Nc1ccc(C(=O)COC(=O)CN2C(=O)NC3(CCCCC3C)C2=O)cc1 (configuration not stated)
-1.1	-9	-10	0	7	18	100*	-8	-1	-0.3	O=C(Nc1sc2c(c1C(=O)NCc1ccco1)CCCC2)c1ccc2c(c1)OCO2
-0.6	7	-10	0	18	.	-1	7	2	-0.7	O=C(c1nn(Cc2ccccc2)c(=O)c2ccccc12)N1CCN(C/C=C/c2ccccc2)CC1

# (list continues)
CDK5 p35 inh	cardiac RTF act	dFosB act	CAL PDZ FP-1	Rtt109 Vps75	Wnt act	MITF TRPM1 HTS	Tat export inh	V-ATPase pHluor	CAL PDZ FP-2	Compound
0.1	10	4	-6	-4	-1	6	-9	0	-0.9	Cc1c(C)c2c(OCC(=O)O)cc3c(c2oc1=O)CCC(C)(C)O3
1.5	0	-4	-1	-5	.	.	14	-1	0.0	COc1ccc(C(=O)NCCNC(C)=O)cc1S(=O)(=O)NCc1ccc(Cl)cc1
-0.1	-8	-12	2	6	.	-1	-6	0	-0.6	Cc1ccc(-c2nnn(CC(=O)Nc3ccccc3-c3ccccc3)n2)c(-n2cnnn2)c1
0.5	5	-12	-4	3	-1	-7	-4	9	-2.1	COc1cc(NC(=O)CN(C)S(=O)(=O)c2ccc3c(c2)CC(C)N3C(C)=O)cc(OC)c1OC (configuration not stated)
2.8	-5	-8	-4	-10	1	-5	12	0	3.2	COc1ccc(NC(=O)C2CCCN2S(=O)(=O)c2cccc3cccnc23)cc1OC (configuration not stated)
0.5	8	3	-4	4	0	-2	-4	-2	-0.3	CCc1cccc(Nc2cnn(C34C[C@@H]5C[C@@H](CC(CC(=O)O)(C5)C3)C4)c(=O)c2Cl)c1
-1.3	1	0	.	0	-3	-1	-6	1	-0.1	O=C(CCNC(=O)c1ccc(Br)cc1)NNC(=O)c1ccccc1
-3.2	3	0	-3	-1	-5	-6	0	2	-0.4	CCN(CC)S(=O)(=O)c1ccc(NC(=O)c2cc(-c3ccccc3)nc3ccccc23)cc1
3.2	6	2	1	0	.	-3	-7	6	-0.4	Cc1cccc(NC(=O)CSc2nnc(-c3ccccc3)n2N)c1
0.4	-1	5	115*	4	2	2	-3	1	-0.3	CCSc1nnc(NC(=O)CCNC(=O)c2ccccc2Cl)s1
0.9	2	-9	9	4	2	0	-4	-4	-0.8	O=C(N/N=C/c1ccc(OC(=O)c2ccc3c(c2)OCO3)cc1)c1cncc(Br)c1
1.6	-2	-7	-2	-9	-1	-19	14	0	-0.9	COc1ccc(C(=O)N(CCc2ccccc2)Cc2ccccc2)c(OC)n1
-3.8	0	-3	-1	-21	.	9	10	8	-0.3	COc1cc2c(=O)n(Cc3ccco3)c(=O)n(CC(=O)c3ccc(Br)cc3)c2cc1OC
2.3	-6	-4	-1	15	.	10	-2	-1	-0.4	CCn1c(NCc2ccccn2)nc2ccccc21
-1.9	-6	-3	-4	1	-1	-5	0	-1	-0.6	CCOc1ccccc1C=C1SC(=S)N(CC)C1=O
-0.5	-7	9	-4	1	1	11	-1	0	0.4	CNC(=O)CSc1nnc(-c2ccco2)n1-c1cccc(C)c1
-1.9	-2	-5	-5	-2	1	5	-2	-2	-6.6	COc1ccc(N=C2NC(=O)CS2)c([N+](=O)[O-])c1
-2.7	0	-6	.	-9	-1	.	-12	1	-0.6	CC(C)c1nc2sc3c(SCCN(C)C)ncnc3c2c2c1CCC2
1.9	22	-2	0	5	.	-4	-4	-6	-1.1	CNC(=O)N(O)C1N(C)C(=O)N(CC(=O)OC)C1(C)C (configuration not stated)
-0.9	6	6	-8	-5	7	.	-1	-3	-2.6	O=C(Nc1nc(-c2ccccn2)cs1)c1ccc2c(c1)OCCO2
1.6	1	4	13	8	2	-4	-3	-1	-0.5	O=C1CC(N(O)c2ccccc2)C(=O)N1c1cc(Cl)cc(Cl)c1 (configuration not stated)
